# Yp Topo-I inh – Yersinia pestis topoisomerase I inhibitors, primary screen, biochemical, cleavage product accumulation, plate reader, single point. DNA topoisomerase I (Yersinia pestis CO92). Y. pestis Topo-I cleavage product accumulation. activity, % at 10 µM. hit rate 0.064% among 360,000. AID 504884, 2011; in the data active means activity above about 50%, passing the limit was not always enough; inconclusive means no clear call, values can overlap the other calls; further: inactives centre near 2
# FadD28 FP inh – inhibitors of FadD28 bisubstrate probe binding, primary screen, biochemical, fluorescence polarization, single point; Mycobacterium tuberculosis FadD28 fatty-acid-AMP ligase; inhibition, % at 12.5 µM; AID 588549, 2011; hit rate 0.22% among 360,000; in the data active means inhibition above about 8.5%, passing the limit was not always enough; inconclusive means no clear call, values can overlap the other calls
# PfHsp40 yeast – rescue of yeast from PfHsp40 toxicity, primary screen, S. cerevisiae, ATP luminescence. S. cerevisiae expressing PfHsp40, growth rescue. growth rescue, % at 12.5 µM. hit rate 0.68% among 340,000; in the data active means growth rescue above about 28%, passing the limit was not always enough; inconclusive means no clear call, values can overlap the other calls;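 further: yeast W303a lacking pdr1 and pdr3 grown in galactose medium; growth measured after three days at 30 °C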
# TcdB inh – TcdB glycohydrolase inhibitors, primary screen, biochemical, single point, plate reader; Toxin B (Clostridioides difficile), P18177; TcdB glycohydrolase enzymatic assay; inhibition, % at 9.99 µM; hit rate 0.24% among 350,000; AID 652162, 2013; in the data active means inhibition above about 10%
# BoNT-F LC inh – BoNT/F light chain protease inhibitors, primary screen, biochemical, flow cytometry, MLPCN library. Multiplex microsphere protease cleavage assay. inhibition, % at 10 µM. hit rate 0.22% among 360,000; in the data active means inhibition above about 35%, passing the limit was not always enough; inconclusive means no clear call, values can overlap the other calls; further: plate controls were buffer without enzyme for full effect and enzyme alone for no effect
# BoNT A protease – BoNT/A light chain protease inhibitors, primary screen, biochemical, flow cytometry, MLPCN library; Botulinum neurotoxin type A light chain protease (Clostridium botulinum A str. ATCC 3502); multiplex microsphere protease substrate cleavage; inhibition, % at 10 µM; hit rate 0.17% among 360,000; AID 588499, 2011; further: plate controls were buffer without enzyme for full effect and enzyme alone for no effect
# PrPC TRFRET – inhibitors of human cell surface prion protein PrPC, primary screen, cell-based, TR-FRET. Major prion protein (Homo sapiens), P04156. TR-FRET read-out. inhibition, % at 13.8 µM. hit rate 0.43% among 370,000; in the data active means inhibition above about 24%; further: 0% = median of the test wells and 100% = reference compound wells
# Anthrax LF prot – Bacillus anthracis LF protease inhibitors, primary screen, biochemical, multiplex microsphere, MLPCN library | Lethal factor (Bacillus anthracis), P15917 | multiplex microsphere protease cleavage assay | inhibition, % at 10 µM | hit rate 0.12% among 360,000 | AID 588501, 2011; further: plate controls were buffer without enzyme for full effect and enzyme alone for no effect
# Target sequence (P15917 whole entry, looked up): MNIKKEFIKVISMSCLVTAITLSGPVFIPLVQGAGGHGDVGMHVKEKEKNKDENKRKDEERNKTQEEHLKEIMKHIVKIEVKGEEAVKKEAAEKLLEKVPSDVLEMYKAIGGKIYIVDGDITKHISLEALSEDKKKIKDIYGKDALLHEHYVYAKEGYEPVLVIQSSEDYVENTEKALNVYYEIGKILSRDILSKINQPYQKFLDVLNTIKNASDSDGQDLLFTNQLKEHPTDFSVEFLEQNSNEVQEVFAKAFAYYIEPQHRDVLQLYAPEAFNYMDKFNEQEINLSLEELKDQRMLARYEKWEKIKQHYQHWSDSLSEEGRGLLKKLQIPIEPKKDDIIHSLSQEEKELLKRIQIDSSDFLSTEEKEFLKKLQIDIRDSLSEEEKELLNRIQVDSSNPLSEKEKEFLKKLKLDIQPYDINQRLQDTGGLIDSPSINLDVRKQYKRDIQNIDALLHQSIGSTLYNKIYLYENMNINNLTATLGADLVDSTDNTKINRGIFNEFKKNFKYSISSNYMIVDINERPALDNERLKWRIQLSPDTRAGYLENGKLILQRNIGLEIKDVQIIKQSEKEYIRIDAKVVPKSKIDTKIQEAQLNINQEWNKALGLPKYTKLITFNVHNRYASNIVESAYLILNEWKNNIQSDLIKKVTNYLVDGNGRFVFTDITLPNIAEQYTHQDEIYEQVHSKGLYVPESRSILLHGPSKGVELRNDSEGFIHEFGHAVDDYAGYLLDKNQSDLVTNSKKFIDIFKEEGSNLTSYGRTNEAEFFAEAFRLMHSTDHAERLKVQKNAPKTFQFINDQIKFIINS
# CCHFV vOTU inh – CCHFV vOTU protease inhibitors, primary screen, biochemical, Pep-AMC substrate, fluorescence. hit rate 0.55% among 370,000. AID 651958, 2012. inhibition, % at 11.5 µM; in the data active means inhibition above about 30%; further: 0% = vehicle wells with enzyme and 100% = no enzyme wells
# Starred values were filed as active, the others as inactive; u = inconclusive; x = no result given. Unless noted, no stated cut-off is given here; in the data, active means inhibition above about 30%; inconclusive means no clear call, values can overlap the other calls; inactive means below that.
SMILES,Yp Topo-I inh,FadD28 FP inh,PfHsp40 yeast,TcdB inh,BoNT-F LC inh,BoNT A protease,PrPC TRFRET,Anthrax LF prot,CCHFV vOTU inh
CCNC(=O)c1cc2c(=O)n3cccc(C)c3nc2n(CCc2ccccc2)c1=N,11,-2.9,16,x,10,2.4,-26,1,-147
CCO[C@H]1OC(C(=O)Nc2ccccc2)=C[C@@H](C2CC2)[C@@H]1CCCO,0,-3.1,12,-0.4,-2,-0.4,0,5,-4
C=CCn1cc(C(=O)NCCOC)c(=O)c2cc(S(=O)(=O)N(CC)CC)ccc21,6,0.1,-1.1,1.5,0,0.0,2,-4,-4
COC(=O)COc1cc(OCC(=O)OC)c2c(C)c(Cl)c(=O)oc2c1,-6,-2.1,-0.7,x,3,0.5,-2,0,-130
O=C(c1nc2ccccc2s1)N1CCN(c2ccccn2)CC1,2,-1.2,1.2,x,8,-0.3,1,-8,6
O=C(COc1ccccc1Cl)NC(=O)NC1CCCCC1,2,-0.2,3.4,2.4,6,-2.3,-6,-5,17
CCn1c(SCc2ccc(F)cc2)nc2c(c1=O)SCC2,25,-0.2,-0.1,-0.3,5,0.2,2,-10,-4
CC(C)(C)C1CCC(=NNC(=O)C(=O)NC2CCCCC2)CC1 (stereo not given),0,-1.9,-1.5,x,-7,-0.7,-1,-3,-8
CSC(=S)N/N=C/c1ccc(Br)cc1,-11,0.1,-1.1,0.7,-8,-0.6,0,-1,15
COc1ccc(CCNC(=O)c2cccc(-n3cnnn3)c2)cc1,7,-0.7,-0.7,1.3,-2,0.2,-4,-5,2
COc1ccc(OC)c(N/C=C/C(=O)c2ccccc2)c1,-5,-0.5,-0.6,-0.3,-12,-0.7,5,-1,0
COC(=O)C(CCCCNC(=O)c1ccc([N+](=O)[O-])cc1)NC(=O)c1ccc([N+](=O)[O-])cc1 (stereo not given),1,-1.0,1.1,x,0,-0.1,-6,0,8

# Brought forward from above: 4 entries, followed by the next part.
SMILES,Yp Topo-I inh,FadD28 FP inh,PfHsp40 yeast,TcdB inh,BoNT-F LC inh,BoNT A protease,PrPC TRFRET,Anthrax LF prot,CCHFV vOTU inh
CSC(=S)N/N=C/c1ccc(Br)cc1,-11,0.1,-1.1,0.7,-8,-0.6,0,-1,15
COc1ccc(CCNC(=O)c2cccc(-n3cnnn3)c2)cc1,7,-0.7,-0.7,1.3,-2,0.2,-4,-5,2
COc1ccc(OC)c(N/C=C/C(=O)c2ccccc2)c1,-5,-0.5,-0.6,-0.3,-12,-0.7,5,-1,0
COC(=O)C(CCCCNC(=O)c1ccc([N+](=O)[O-])cc1)NC(=O)c1ccc([N+](=O)[O-])cc1 (stereo not given),1,-1.0,1.1,x,0,-0.1,-6,0,8
Cc1cc(C(F)(F)F)n2nc(C(=O)O)c(Cl)c2n1,6,-0.9,-0.3,x,2,0.3,3,-7,0
C=CCc1ccccc1OCCNCCCOC,4,-0.7,-0.2,1.6,-8,-0.4,-4,0,-15
Cn1c(CNC(=O)Nc2cccc(Cl)c2)nnc1SCc1ccccc1,-8,1.3,-2.2,x,-24,0.3,0,-5,-4
Cc1ccccc1Cc1c(C)nc2c(C(=O)NCc3ccco3)cnn2c1C,6,-3.8,3.3,0.8,-5,-3.8,x,-4,x
CCOC(=O)CC(=O)c1sc2c(c1N)c(=O)[nH]c(=O)n2-c1ccc(OC)cc1,9,-1.1,0.6,-1.1,2,-0.6,2,-4,-15
CCc1nc2sc(C(=O)O)c(N)c2c2c1CCCC2,2,-1.4,-0.6,0.6,-3,-0.6,13,-8,-6
O=[N+]([O-])c1c(C(Cl)Cl)nn(-c2ccccc2)c1N1CCCC1,5,0.6,u,2.1,3,-0.7,-4,0,3
Cn1c(C(=O)O)c(CC(=O)N2CCC(Cc3ccccc3)CC2)c2ccccc21,11,-1.7,0.9,-1.1,-2,0.4,0,2,15
O=C(c1cc2ccccc2oc1=O)N(Cc1ccco1)C1CCS(=O)(=O)C1 (stereo not given),1,-0.4,-0.9,x,-2,0.5,-1,0,8
O=C1CC(c2ccco2)CC(O)=C1C=Nc1cc(Cl)cc(Cl)c1 (stereo not given),9,-2.5,-1.2,x,0,0.3,-1,-2,14
Cc1ccccc1N(C(=O)CCC(=O)Nc1ccccn1)C(C(=O)NC(C)C)c1ccc(F)cc1 (stereo not given),7,-1.3,1.2,0.2,4,0.5,-12,0,7
COc1cccc(CC(=O)OCC(=O)N(C)CC(=O)Nc2ccc(F)cc2)c1,1,-0.7,0.4,1.7,7,3.0,4,-2,4
O=C(c1ccc(Cl)s1)N1CCOCC1,-1,-2.6,0.0,x,3,0.5,-1,1,-12
CCOC(=O)C1=C[C@@H](C(C)(C)C)N(S(=O)(=O)c2ccc(C)cc2)[C@H]1c1ccccc1,x,-4.2,x,1.5,5,0.5,9,-7,13
CCOC(=O)C1C2NC(=O)N(Cc3ccccc3)C1(C)Oc1c(OC)cccc12 (stereo not given),10,-0.4,-0.4,x,6,0.2,-2,4,-10
COc1cccc(-c2nn(C)c3sc(C(=O)N4CCOCC4)cc23)c1,12,-2.3,1.9,8.5,6,0.3,-4,-2,-3
c1ccc(-c2nnc(SCc3nc4ccccc4[nH]3)n2Cc2ccco2)nc1,17,-3.7,-0.4,x,-8,-1.1,7,-2,6
Cc1oc2c(c1C(=O)NCc1cc(C(=O)O)co1)CCCC2,3,-0.8,0.0,x,6,0.8,-2,-3,-6
COC(=O)Nc1cc(C)n(-c2ccccc2)n1,-3,-1.3,-1.0,0.1,-6,-0.6,-1,-9,3
COC(=O)[C@]12CCCCC=C1N(Cc1cccc3ccccc13)C(=O)[C@H](CC(=O)NCCC(C)C)C2,x,x,x,0.4,4,-0.2,2,-13,15
CC(C)(C)NCCOc1ccc2ccccc2c1,-1,-4.4,7.8,1.5,-7,-0.1,-7,-2,9
Cc1cc(C)cc(NC(=O)CSc2nc(=O)n3cc(C)ccc3n2)c1,7,1.1,0.3,-1.4,u,u,4,u,11
CCC(=O)NC(c1cccs1)c1cc([N+](=O)[O-])c2cccnc2c1OC (stereo not given),-10,-3.4,x,0.2,-62,1.3,-22,-36,124*
CC(C)(C)OC(=O)C[C@@H]1C/C=C\C[C@H](CC(=O)N(CCO)Cc2ccccc2)C(=O)N2CCC[C@H]2COC1=O,27,0.3,-0.3,-0.9,2,0.7,-2,-7,13
Cc1ccc(S(=O)(=O)n2c([N+](=O)[O-])cnc2C)cc1C,2,-1.1,-0.3,1.7,-12,-2.2,-3,-6,14
CCOc1ccc(C(=O)OC(C)CN2CCCCC2)cc1 (stereo not given),0,-3.6,0.1,1.0,-9,-1.8,-1,-10,1
CC(NC(=O)c1ccc(Cn2cc([N+](=O)[O-])cn2)o1)c1ccccc1 (stereo not given),3,-2.1,-0.2,x,0,-0.5,-3,-4,11
O=C(NCCN1CCCCC1)/C(=N\O)c1ccccc1,6,-1.9,-0.8,x,4,-0.3,0,3,7
COc1ccc(S(=O)(=O)NNC(=O)Nc2ccc(F)cc2)cc1,3,-1.0,x,1.5,x,x,-7,x,-5
Cc1nc(CS(=O)(=O)c2ccccc2)cc(Sc2ccc(Cl)cc2Cl)n1,28,-1.2,-1.3,x,-7,0.1,-3,-1,12
CCOC(=O)c1nc2ccccc2c(=O)n1-c1ccc(C)cc1C,2,-3.8,1.7,x,0,0.1,-14,-2,0
CC1=NN(CCc2ccccn2)C(=O)CC1,6,0.6,-0.2,-0.9,1,0.3,-2,-7,-4
CN1OC[C@@H]2CN(S(=O)(=O)c3cccc4ccccc34)[C@H](c3ccc(-c4cccnc4)cc3)C[C@@H]21,41,-3.4,x,2.0,5,0.2,-7,-2,-5
O=C(c1cccs1)N1CCN(c2ccc([N+](=O)[O-])cc2F)CC1,3,-0.5,0.2,1.3,-4,-0.3,-31,3,-2
CCCNC(=O)C(=O)NCC(c1ccc2c(c1)OCO2)N1CCN(c2ccc(F)cc2)CC1 (stereo not given),-1,-2.0,0.3,1.0,-6,1.7,-9,-4,5
CN(C)/C=C/C(=O)c1ccc(F)cc1F,12,-0.4,-0.1,7.5,u,u,-4,-23,-4
COc1ccc(N=C2NC(=O)S/C2=C\c2ccc(N(C)C)cc2)cc1,-2,-2.7,-1.7,x,-8,-1.1,-11,-10,8
N#CCCN(C(=O)COC(=O)CCc1nc2ccccc2c(=O)[nH]1)c1ccccc1F,3,-3.7,-0.9,1.4,10,0.1,0,4,-7
O=C(NCc1cccc(OC(F)(F)F)c1)c1ccc2c(c1)S(=O)(=O)c1cc(Cl)ccc1C2=O,-8,-2.5,-1.5,0.8,-3,-0.6,-3,-10,-8
COc1ccc(CNC(=O)COC(=O)CCS(=O)(=O)c2ccc(C)cc2)cc1OC,2,-0.3,0.6,1.5,0,-0.3,0,-2,-8
C=CCn1c(=N)c(C(=O)NCCCOC)cc2c(=O)n3cc(C)ccc3nc21,-5,-2.1,0.9,x,-1,-1.3,-46,-4,-314
N#CCCN(Cc1cccnc1)C(=S)NC(=O)c1ccc(S(=O)(=O)N2CCCC2)cc1,0,-2.8,-0.5,1.8,-2,-0.5,2,-2,-4
CCN(CC)CCOC(=O)C(O)(c1ccccc1)c1ccccc1,-1,-0.6,u,0.5,-7,-0.3,-1,0,-2
O=C(NC1CCNCC1)C1CCCCC1,11,0.2,-1.1,0.7,1,-7.5,4,8,-8
COc1ccc(S(=O)(=O)N2C3CCC2CC(NC(=O)C2CC2)C3)cc1 (stereo not given),-9,-2.1,1.0,x,-4,-0.6,0,2,-4
COc1ccc(CCN(C)C(=O)C2CCN(Cc3ccc(C)cc3)CC2)cc1OC,-7,-0.9,-0.8,-0.1,-8,-0.7,-3,-7,-2
O=C(NC1CCCN(Cc2ccc(Cl)cc2)C1)c1ccoc1 (stereo not given),6,-2.1,0.3,2.1,x,x,0,x,6
CCOC(=O)C(NS(=O)(=O)c1ccccc1)(C(F)(F)F)P(=O)(OCC(C)C)OCC(C)C (stereo not given),5,3.4,-1.1,0.6,4,0.2,0,-7,10
Cc1nnc2n(-c3ccccc3)c(=O)c3ccccc3n12,6,-2.3,2.9,1.6,u,-1.2,-4,-17,-6
Cc1cc(S(=O)(=O)NCCN2CCOCC2)c(C)s1,1,-0.5,-0.4,x,-4,-0.9,-2,-15,-2
CCOc1cc(C2CC(=O)NC(SCC)=C2C#N)ccc1O (stereo not given),5,-2.6,1.3,-9.7,5,-0.2,9,-4,14
CN1CCc2c1nc1ccccc1c2NC(=O)CN1CCCC1,2,1.1,1.1,2.0,12,0.1,-5,-2,10
COc1ccc(Cl)cc1C(=O)NNC1CC(=O)N(Cc2ccc(Cl)cc2)C1=O (stereo not given),2,-1.9,0.6,x,-1,0.1,8,-2,-14
O=C1CCC/C1=C/Nc1cccc(F)c1,1,-0.3,-0.6,-0.9,x,x,5,x,0
Cc1cc(C)c2nc(NC(=O)C3CSC4(C)CCC(=O)N34)sc2c1 (stereo not given),11,-0.2,0.2,1.0,-6,-3.2,-1,-4,6
C1CCC(NC2CCCCC2)CC1,2,0.8,-1.4,-0.2,-6,-0.3,-5,-6,8
O=C(Nc1ccc(S(=O)(=O)NC2=NCCCCC2)cc1)c1ccc(C(F)(F)F)cc1,-1,-5.3,0.4,1.5,1,-0.1,x,-2,x
O=C(O)c1ccc(COc2c(F)c(F)c(F)c(F)c2F)o1,5,-2.5,-0.5,x,3,2.3,-5,-1,-7
O=C(/C=C/c1ccco1)Nc1ccc2c(c1)OCO2,2,-2.8,0.0,1.3,-13,-0.5,8,-5,8
CN1CC2=Cc3ccccc3OC23Oc2ccccc2C=C3C1,-5,0.2,-0.1,x,1,1.0,-2,-1,-4
CNc1cnc(-c2ccsc2)cn1,6,-3.4,x,0.6,0,0.4,-8,-2,-101
